Assay outcomes: PubChem BioAssay, National Center for Advancing Translational Sciences (NCATS)
ALOX12 inh: ALOX12 (human) lipoxygenase inhibition. P18054. purified 12hLO, xylenol orange hydroperoxide absorbance. Potency, µM (highest dose often 108 µM), for the others: at the highest dose activity change, negative = inhibition, usual class: inhibitors. 580,000 compounds, 1.1% hits. AID 1671190; also: potency is read from the fitted curve at half-maximal effect; % is scaled to controls: 0 for no effect and ±100 for the full control effect
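Hydroperoxide product was detected by ferrous iron/xylenol orange as the 573 to 405 nm absorbance ratio. Arachidonic acid at 40 uM (final) was turned over for 30 min at room temperature by 150 nM human 12hLO, pH 7.0 Hepes buffer, after 15 min compound preincubation.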
RGS4 inh: human RGS4 inhibition. Transcreener GDP fluorescence polarization, RGS4-accelerated GTP hydrolysis. Potency, µM (series often up to 114 µM), for the others: at the highest dose activity change, negative = inhibition, hits mostly inhibitors. AID 504845. 390,000 compounds, 0.039% hits. P49798; also: potency is read from the fitted curve at half-maximal effect; % is scaled to controls: 0 for no effect and ±100 for the full control effect; nearly all actives have a fitted effect of over 75% in size; some results filed as inactive show a strong effect at the top dose
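MLSMR compounds (23 nl, pin-transferred) preincubated 10 min at room temperature with a 500nM (2x) first reagent, then RGS4 at 900nM (2x) plus Transcreener GDP mix added; fluorescence polarization (620/688 nm) read before and after 90 min at 30 °C.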
LDHA inh: inhibitors of human lactate dehydrogenase A; purified LDHA, NADH/diaphorase-resazurin fluorescence; stronger effect = lower value; AID 1347041; P00338; 480,000 compounds, 0.15% hits; activity change, % (values are at about 110 or 230 µM); in the data active = activity change below about -30%; inconclusive = mostly about -25% to -30%;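 also: plate controls were DMSO wells for no effect and wells without enzyme for full effect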
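LDH5 2 nM; NADH 0.06 mM, pyruvate 0.2 mM; 200 mM Tris pH 7.4, EDTA, Tween-20; 5 min RT. Detection: diaphorase 0.133 mg/mL + resazurin 37 µM, fluorescence ex540/em590 at 0 and 20 min; normalized to enzyme-free and DMSO wells.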
ERG Ets-DNA blk: ERG Ets/DNA interaction inhibition | P11308 | fluorescence polarization, His-ERG Ets domain / labelled DNA | Potency, µM (titrated, usually from 76.9 µM), for the others: at the top dose FP activity, negative = inhibition, most hits filed as inhibitors | 370,000 compounds, 0.028% hits | AID 624246; active = well fitted inhibition curve with a large enough effect in the polarisation, with a control signal flat; inconclusive = small, poorly fitted or top-dose-only effect, or effect the other way, or a change in a side signal; inactive = no such curve, though single readings can be large or run the other way; the % refers to the polarisation;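 also: polarization taken with two DNA probes labelled with fluorescein and Texas red; potency is read from the fitted curve at half-maximal effect; % of control where 0% means no effect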
Target sequence (P11308 whole entry, looked up, the tested form may be a part): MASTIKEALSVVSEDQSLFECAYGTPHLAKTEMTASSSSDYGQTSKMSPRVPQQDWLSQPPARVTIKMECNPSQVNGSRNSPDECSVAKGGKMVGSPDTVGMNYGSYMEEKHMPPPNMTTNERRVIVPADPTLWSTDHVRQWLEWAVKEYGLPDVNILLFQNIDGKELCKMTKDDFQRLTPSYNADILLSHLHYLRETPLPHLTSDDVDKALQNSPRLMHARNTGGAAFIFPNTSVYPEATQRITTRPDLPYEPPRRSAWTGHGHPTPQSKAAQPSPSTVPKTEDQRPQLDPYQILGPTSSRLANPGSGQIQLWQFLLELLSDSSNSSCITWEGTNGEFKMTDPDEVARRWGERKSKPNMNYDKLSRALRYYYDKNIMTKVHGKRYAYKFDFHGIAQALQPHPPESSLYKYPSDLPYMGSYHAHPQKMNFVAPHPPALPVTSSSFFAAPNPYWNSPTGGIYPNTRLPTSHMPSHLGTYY
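His-tagged ERG Ets domain (1 uM in the protein solution; 300mM KCl, 50mM Tris-HCl, 1mM EDTA, 1mM DTT, pH 7.5) received compound, then a probe mix of 5 nM fluorescein-DNA and 100nM Texas-615-DNA. Fluorescence polarization was read for both dyes.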
Glioma ERSR ind: induces the endoplasmic reticulum stress response in human glioma cells; U87-MG GRP78 promoter luciferase reporter, 16 h; Potency, µM, without a hit: at the top dose activation, hits mostly activators; 420,000 compounds, 0.02% hits; also: potency is read from the fitted curve at half-maximal effect; series mostly up to about 76 µM; % of control where 0% means no effect; nearly all actives have a fitted effect of over 35% in size
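Stably transfected U87-MG glioma cells carrying a GRP78-based luciferase sensor; 16 h compound incubation. Luminescence end-point read 10 min after Bright-Glo addition at room temperature.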
D2 antagonist: antagonizes the human D2 dopamine receptor; inhibition, % at 10 µM; HEK293 TREx D2 cells, calcium flux, dopamine EC80; AID 485344; P14416; 340,000 compounds, 2% hits; in the data active = inhibition above about 30%; also: 0% is about no effect
Target sequence (P14416 whole entry, looked up): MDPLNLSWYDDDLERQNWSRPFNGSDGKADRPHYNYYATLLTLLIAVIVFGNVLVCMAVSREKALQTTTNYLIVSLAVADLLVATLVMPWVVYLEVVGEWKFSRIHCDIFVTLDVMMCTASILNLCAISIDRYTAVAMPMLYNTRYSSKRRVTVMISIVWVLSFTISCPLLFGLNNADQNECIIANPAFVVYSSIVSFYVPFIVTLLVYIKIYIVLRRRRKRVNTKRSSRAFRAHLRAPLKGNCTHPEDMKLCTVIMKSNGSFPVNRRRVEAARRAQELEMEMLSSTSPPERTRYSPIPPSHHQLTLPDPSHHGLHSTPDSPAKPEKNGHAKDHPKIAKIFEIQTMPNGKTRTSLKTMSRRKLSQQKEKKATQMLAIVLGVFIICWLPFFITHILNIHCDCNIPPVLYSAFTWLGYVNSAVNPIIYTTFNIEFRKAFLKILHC
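Tetracycline-induced HEK293 TREx cells expressing D2 receptor forced-coupled to calcium signalling, loaded with no-wash calcium dye. Compounds added and calcium flux read 180 s, then dopamine added at EC80 and read a further 180 s.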
D2 agonist: agonists of human D2 dopamine receptor. P14416. HEK293 T-REx D2 cells, calcium flux agonist mode. activation, % at 2 µM. 340,000 compounds, 0.53% hits. AID 485358;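 active = activation over 3 SD above normal in the single-dose calcium agonist read, cut at about 30% in these data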; also: 0% is about no effect
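In this primary screen, compounds producing a positive calcium signal within 180 s of addition to tetracycline-induced, force-coupled HEK293 Trex D2 cells are flagged; cells are dye-loaded with a no-wash calcium kit beforehand.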
Vif-APOBEC3F blk: Vif-A3F binding inhibition | 390,000 compounds, 0.2% hits | AID 602313 | Potency, µM (top dose mostly 46.1 µM), for inactives: top-dose activity, negative = active | HeLa A3F-eYFP + Vif (tagged APOBEC3F with the HIV-1 protein that degrades it), YFP fluorescence increase; also: potency is read from the fitted curve at half-maximal effect; % of control where 0% means no effect; nearly all actives have a fitted effect of over 65% in size
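Fluorescence increase (Ex 488/Em 500-530) after overnight compound treatment at 37 deg C flags inhibition of Vif-driven A3F-eYFP loss in stable HeLa A3F-eYFP/Vif cells seeded overnight beforehand.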
Vif-APOBEC3G blk: Vif-A3G binding inhibition; Q9HC16; HeLa A3G-eYFP + Vif (tagged APOBEC3G with the HIV-1 protein that degrades it), YFP fluorescence, overnight; Potency, µM (highest dose often 46.1 µM), inactives show top-dose activity, negative = active, actives largely listed as inhibitors; 410,000 compounds, 0.076% hits;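 also: potency is read from the fitted curve at half-maximal effect; % is scaled to controls: 0 for no effect and ±100 for the full control effect; nearly all actives have a fitted effect of over 60% in size; hits raise eYFP signal because A3G escapes Vif-driven loss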
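Read-out is eYFP fluorescence (Ex 488/Em 500-530) from Vif-expressing HeLa A3G-eYFP cells; more signal means A3G escaped Vif-mediated degradation. Cells plated overnight, compound pinned in, incubated overnight at 37 deg C.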
Starred values were filed as active, the others as inactive; ? = inconclusive; . = not tested or not shown; & = joins results of further samples; [ ] = another dose, or the depositor's remark. Unless noted, calls follow the shape of the dose curve; as a rule, active = well fitted curve in the direction sought with a large enough effect; inconclusive = small, poorly fitted or top-dose-only effect, or another doubt; inactive = no such curve, though single readings can be large; an effect the other way counts as inactive or inconclusive.

SMILES	ALOX12 inh	RGS4 inh	LDHA inh	ERG Ets-DNA blk	Glioma ERSR ind	D2 antagonist	D2 agonist	Vif-APOBEC3F blk	Vif-APOBEC3G blk
COc1ccc(N(C)C(=O)CCS(=O)(=O)c2cccc3nsnc23)cc1	-16%&0%	-4%&4%	-4&5	2%&-1%	-3%&-3%	-13	0.5&-0.3	6%&-6%	3%&2%
CC1CCCN(S(=O)(=O)c2ccc(Br)s2)C1 (configuration not stated)	-18%	15%	-5	-1%	-4%	-13	0.1	-2%	-1%
O=C(COC(=O)c1ccc(O)cc1)NC(=O)NCc1ccccc1	361%[activator]	13%	-2	-3%	1%	8	-0.2	1%	-3%
CCCCCCSc1ccc(-c2nc3ccc(C)cn3c2NC2CCCCC2)cc1	-38%	-13%	8	-9%	1%	-8	-1.5	?	-2%
O=S(=O)(Cc1ccccc1)N1CCCCCC1	-5%	-5%	-1	-1%	-1%	-30	1.8	5%	-4%
CCCC(=O)Nc1sc2c(c1C(=O)Nc1ccccn1)CCCC2	24%	?	4	6%	3%	7	0.8	-4%	-3%
Cc1ccc(-c2cnc(-c3ccncc3)o2)cc1	-15%	33%	-1	0%	2%	32*	0.3	-5%	-4%
COC(=O)c1c(SC)nc2ccccc2c1OCc1ccc(C)cc1	-15%	11%	-2	10%	-1%	.	0.6	-4%	0%
C=CCc1cccc(/C=N/NC(=O)c2ccccc2Br)c1O	-6%	-10%	-1	4%	0%	3	-1.1	-10%	-7%
O=C(C1CCC1)N1CCN(S(=O)(=O)c2cc(F)ccc2F)CC1	0%	-5%	0	2%	-4%	-16	0.4	7%	3%
O=C(COC(=O)Cc1ccc(S(=O)(=O)N2CCCCC2)s1)Nc1ccc2c(c1)OCO2	?	-13%&-39%	1&2	-1%	-3%&-1%	2	-0.6	-5%	-1%&0%
CCOC(=O)c1nnc(-c2ccc(C)cc2)nc1Oc1ccccc1Cl	-25%	-5%	-3	0%	4%	-6	-0.6	-7%	-18%
CN(NC(=O)c1ccccc1)c1nc2ccccc2nc1C(F)(F)F	29%	0%	-10	-13%	-5%	8	-1.8	-5%	?
CCOc1ccc(NC(=O)CN(c2ccc([N+](=O)[O-])cc2)S(=O)(=O)c2ccccc2)cc1	1%	-25%	1	12%	0%	-12	-0.2	-5%	-26%
CC(=O)c1ccccc1NC(=O)COC(=O)Cc1cccc(C(F)(F)F)c1	28%	18%	0	-6%	-4%	-18	1.5	3%	-4%
CCC(C)(C)c1ccc(OCC(=O)Nc2ccncc2)cc1	-7%	-23%	-5	-5%	-2%	13	-0.2	-1%	1%
O=c1nc(N2CCOCC2)ccn1-c1nc(-c2ccccc2)sc1-c1ccccc1	0%	-17%[56.9 µM]	-2	5%	6%	-22	0.0	4%	3%
CC(C)(C)c1nnc(NC(=S)Nc2ccccc2)s1	?	-22%	-3	12%	-2%	9	3.7	?	-7%
O=C(c1ccccc1F)N1CCC(O)(c2cccnc2)CC1	-17%	11%	-3	4%	-5%	11	1.4	-2%	-5%
O=C(COC(=O)c1cccc(S(=O)(=O)N2CCCC2)c1)Nc1ccccc1C(F)(F)F	3%	18%	-9	-8%	-1%	-13	-0.1	-5%	2%
COc1cc(O)oc1C=Nc1ccc(C(F)(F)F)cc1	6%	2%	8	6%	4%	6	0.0	-10%	1%
COc1ccc2[nH]c3c(=O)n(CCc4ccccc4)cnc3c2c1	-3%	0%	-1	12%	3%	-3	0.5	8%	-8%
Cc1ccc2c(c1)NCC(C(=O)NC1CCC(C)CC1)O2 (configuration not stated)	17%	12%	-1	-22%	3%	-8	-0.2	-6%	1%
Cc1c(N2C(=O)/C(=C3/C(=O)N(C)c4ccccc43)SC2=S)c(=O)n(-c2ccccc2)n1C	18%	-16%	23	-11%	-4%	1	0.9	-11%	0%
CCc1ccc(C(=O)NC(=S)Nc2ccccc2N2CCOCC2)cc1	.	?	-4	-1%	-2%	7	1.0	-14%	-10%
CCn1ccc(C(=O)NC2=C(C#N)CCC2)n1	-27%	-19%[11.4 µM]	4	3%	-5%	-8	1.4	1%	-8%
CCC(=O)Nc1ccc(C)cc1-c1nc2ccccc2n(C(C)C(=O)Nc2ccccc2CC)c1=O (configuration not stated)	0%	-11%	-1	-5%	-3%	.	0.8	0%	-2%
O=C(/C=C/c1ccc(Br)cc1)Nc1ccc(S(=O)(=O)Nc2ncccn2)cc1	-6%	-23%[56.9 µM]	-12	-5%	0%	-5	-1.6	-21%	-19%
O=C(Nc1nc2c(F)cc(F)cc2s1)C1CC1	19%	10%	-6	-3%	4%	-1	0.2	0%	2%
COC(=O)c1ccc(CSc2nnc(CNC(=O)COc3ccc(Cl)cc3)o2)o1	85%[activator][57.4 µM]	?	2	7%	-1%	-29	-1.2	.	-1%
COc1ccccc1CCNC(=O)CN1C(=O)c2ccccc2S1(=O)=O	-9%	8%	-10	-7%	-4%	-16	-0.1	5%	-5%
COc1cc(Cl)c(C)cc1NC(=O)Cn1c(NCCO)nc2ccccc21	1%	3%	-5	-2%	-5%	-12	0.6	?	-1%
O=C(/C(C=Nc1cc2c(oc1=O)CCCC2=O)=C(\O)c1ccccc1)c1ccccc1	?	-15%[56.9 µM]	0	-1%	6%	-4	-0.4	-1%	-6%
CCC(C)CCN1C(Nc2ccccc2)=NC[C@@H]1CC(C)C (some centres not stated)	32%	10%	-7	2%	-5%	.	.	-1%	6%
CCOC(=O)c1sc2nc(N3CCCC3)c3c(c2c1N)CC(C)(C)OC3	-12%	12%[56.9 µM]	-3	-4%	-11%	1	0.5	-3%	2%
CC(=O)c1cccc(NC(=O)Cn2cnc3c2c(=O)n(C)c(=O)n3C)c1	-9%	-8%	-3	3%	.	.	0.6	.	.
Cc1c(Cl)cccc1NC(=O)CN1C(=O)CCn2nc(-c3cccn3C)cc21	?	-9%	2	-1%	-2%	.	-0.4	-7%	-1%
Cc1ccc2nc(-c3ccncc3)cc(C(=O)N3CCOCC3)c2c1	.	-23%	7	1%	-4%	-15	1.3	3%	-3%
Cc1cc(C)n2nc(SCC(=O)c3cc(C)n(-c4cc(C)on4)c3C)nc2n1	-25%	-18%	-7	1%	-3%	-10	-0.4	-3%	1%
CC(=O)Nc1ccc(OS(=O)(=O)c2ccc(Cl)cc2)cc1	-17%	-1%	-4	16%	6%	10	-0.4	-16%	-6%
CN1CCN(c2ccc(NC(=O)c3ccc(-c4ccc(Cl)cc4)o3)cc2)CC1	0%	27%	-7	3%	-3%	-10	0.3	3%	?
COC(=O)CC/C(C)=N\Nc1ccc([N+](=O)[O-])cc1[N+](=O)[O-]	-9%	11%	0	-3%	-3%	-4	0.5	-8%	5%
COc1ccc(/C=C2\Oc3cc(OCC(=O)N4CC(O)C[C@H]4C(=O)O)ccc3C2=O)cc1OC (some centres not stated)	?	-20%	1	19%	-3%	2	0.1	-4%	1%
O=C(NCCCN1CCOCC1)c1cc(-c2ccc(O)cc2)on1	2%	2%	-11	-6%	0%	-5	-1.6	-9%	4%
O=C(NCc1ccco1)c1cnn2c(C(F)(F)F)cc(-c3ccco3)nc12	0%	-22%	-4	-1%	-5%	-13	-0.5	-7%	-17%

Part of the list above, set out differently.
mol: O=S(=O)(Cc1ccccc1)N1CCCCCC1
- ALOX12 inh = -5%
- RGS4 inh = -5%
- LDHA inh = -1
- ERG Ets-DNA blk = -1%
- Glioma ERSR ind = -1%
- D2 antagonist = -30
- D2 agonist = 1.8
- Vif-APOBEC3F blk = 5%
- Vif-APOBEC3G blk = -4%
mol: CCCC(=O)Nc1sc2c(c1C(=O)Nc1ccccn1)CCCC2
- ALOX12 inh = 24%
- RGS4 inh = ?
- LDHA inh = 4
- ERG Ets-DNA blk = 6%
- Glioma ERSR ind = 3%
- D2 antagonist = 7
- D2 agonist = 0.8
- Vif-APOBEC3F blk = -4%
- Vif-APOBEC3G blk = -3%

Reformatted: 2 of the compounds above.
Each structure is followed by: ALOX12 inh	RGS4 inh	LDHA inh	ERG Ets-DNA blk	Glioma ERSR ind	D2 antagonist	D2 agonist	Vif-APOBEC3F blk	Vif-APOBEC3G blk
- COc1ccc(/C=C2\Oc3cc(OCC(=O)N4CC(O)C[C@H]4C(=O)O)ccc3C2=O)cc1OC (some centres not stated)
→ ?	-20%	1	19%	-3%	2	0.1	-4%	1%
- COC(=O)CC/C(C)=N\Nc1ccc([N+](=O)[O-])cc1[N+](=O)[O-]
→ -9%	11%	0	-3%	-3%	-4	0.5	-8%	5%

(next part)
SMILES	ALOX12 inh	RGS4 inh	LDHA inh	ERG Ets-DNA blk	Glioma ERSR ind	D2 antagonist	D2 agonist	Vif-APOBEC3F blk	Vif-APOBEC3G blk
COc1ccccc1C(=O)Nc1nnc2n1CCS2	?	17%	-1	4%	-1%	.	0.0	-6%	-1%
Cc1ccc(OCC(=O)Nc2nnc(S(=O)(=O)N3CCCCC3)s2)cc1	-5%	-42%	-3	7%	-3%	4	0.3	8%	1%
Cc1ccc(OCC(=O)N(C)CC(=O)Nc2ccc(F)c(F)c2F)cc1	-2%	11%	-2	4%	-8%	0	0.1	-28%	-1%
Cc1[nH]c2ccc(F)cc2c1CCNC(=O)c1cc2cc(Cl)ccc2oc1=O	?	-8%	-2	3%	-1%	.	0.4	0%	-4%
O=C(NNC(=O)c1ccccc1Br)c1ccc2nc[nH]c2c1	0%	20%	-1	8%	-6%	13	-0.6	0%	1%

The list is partial, so the mix of outcomes need not match the whole.
